Bioassay records deposited in PubChem BioAssay by The Scripps Research Institute Molecular Screening Center.
M1 ag parental = counter-screen for M1 agonists: effect in parental CHO-K1 cells; actives 0.48% (n = 360,000); AID 602248, 2012; activation, % at 3 µM; Fluo-8 calcium fluorescence; scaled to maximal ATP response, vehicle zero; in the data active = activation above about 15%;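 note: untransfected CHO-K1 host cells lacking M1 receptor as counterscreen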
M1 PAM parental = nonselective calcium activators in parental CHO-K1 cells, primary screen, counter-screen for M1 PAM project, cell-based, Fluo-8 calcium fluorescence, full deck, 1536-well | AID 602247, 2012 | actives 0.02% (n = 360,000) | ATP EC20; 0% at ATP EC20, 100% at ATP max | activation, % at 3 µM;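 active = activation above the run cutoff, the mean activation of all test compounds plus 3 SD, cut at about 40% in these data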;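 note: peak over basal fluorescence ratio in a 140 s read after ATP addition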
CHO parental Ca = ATP-evoked calcium signal inhibitors, parental CHO, primary screen, counter-screen for OX1R antagonist project, cell-based, fluorescence, Fluo-8 calcium dye. parental CHO-K1, ATP-induced calcium, Fluo-8 fluorescence. inhibition, % at 5.6 µM. actives 0.63% (n = 330,000);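 active = inhibition above that plate's mean sample inhibition plus 3 SD, cut at about 26% in these data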;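 note: 0% = ATP-challenged DMSO wells and 100% = DMSO wells without ATP; some compounds past the cut are filed as inactive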
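Test system: parental CHO cells; detection: calcium-sensitive Fluo-8 fluorescence; evaluation: percent inhibition of calcium signal; also added: ATP as calcium-mobilizing challenge; repeats: one well per compound; control set: ATP-challenged DMSO wells low, unchallenged DMSO wells high; compound: single nominal dose of 5.6 µM per compound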
CHRM1 antagonist = human M1 muscarinic receptor antagonists, primary screen, CHO-K1 cells, Fluo-8 calcium fluorescence, 1536-well | CHO-K1 hM1, ACh EC80 antagonist | inhibition, % at 3 µM | AID 588852, 2011 | Muscarinic acetylcholine receptor M1 (Homo sapiens), P11229 | actives 1.3% (n = 360,000);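 active = percent inhibition above its own plate's cutoff, namely the mean of that plate's compound wells plus 3 SD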;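 note: peak over basal fluorescence ratio during 140 s after agonist addition; 0% = ACh EC80 plus DMSO and 100% = DMSO alone without agonist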
Target sequence (P11229 whole entry, looked up): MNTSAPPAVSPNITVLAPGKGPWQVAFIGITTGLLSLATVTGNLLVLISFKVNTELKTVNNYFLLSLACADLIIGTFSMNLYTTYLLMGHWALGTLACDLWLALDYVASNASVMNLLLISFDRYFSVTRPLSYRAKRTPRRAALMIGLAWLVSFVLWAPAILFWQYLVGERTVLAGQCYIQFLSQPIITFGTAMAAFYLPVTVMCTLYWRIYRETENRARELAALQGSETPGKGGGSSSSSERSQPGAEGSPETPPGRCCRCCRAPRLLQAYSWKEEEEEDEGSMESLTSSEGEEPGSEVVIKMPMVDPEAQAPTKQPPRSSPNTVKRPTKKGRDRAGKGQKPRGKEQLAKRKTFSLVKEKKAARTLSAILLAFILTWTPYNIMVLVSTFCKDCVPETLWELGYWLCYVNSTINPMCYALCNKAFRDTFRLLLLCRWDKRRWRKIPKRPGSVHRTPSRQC
OXTR potentiator = human OXTR potentiators, primary screen, fluorescence, CHO-OTR cells, Fluo-8 calcium; actives 0.061% (n = 320,000); activation, % at 3 µM; Oxytocin receptor (Homo sapiens), P30559; Fluo-8 calcium fluorescence, potentiator mode; 0% = oxytocin EC15, 100% = EC100;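 active = activation above that plate's cutoff, the mean activation of tested compounds plus 3 SD, cut at about 6.6% in these data, passing the limit was not always enough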;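 note: 100% uses oxytocin at 75 nM as the full agonist control; some results filed as inactive read as strong as hits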
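Measured by – Fluo-8 calcium dye fluorescence · Test system – human OTR in CHO cells · Dosing – one concentration, 3.0 µM compound · Controls – EC15 oxytocin alone as 0%, 75 nM oxytocin as 100% · Evaluation – normalized max/min fluorescence ratio, % activation · Timing – 6 min pre-incubation, 100 s read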
TAAR1 ag = human TAAR1 agonists, primary screen, Fluo-8 calcium fluorescence, CHO RD-HGA16 cells; Trace amine-associated receptor 1 (Homo sapiens), Q96RJ0; vehicle wells 0%, saturating PEA agonist 100%; activation, % at 3 µM; actives 0.99% (n = 360,000);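 active = activation above the mean activation of all test compounds in the run plus 3 SD, cut at about 38% in these data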
Target sequence (Q96RJ0 whole entry, looked up): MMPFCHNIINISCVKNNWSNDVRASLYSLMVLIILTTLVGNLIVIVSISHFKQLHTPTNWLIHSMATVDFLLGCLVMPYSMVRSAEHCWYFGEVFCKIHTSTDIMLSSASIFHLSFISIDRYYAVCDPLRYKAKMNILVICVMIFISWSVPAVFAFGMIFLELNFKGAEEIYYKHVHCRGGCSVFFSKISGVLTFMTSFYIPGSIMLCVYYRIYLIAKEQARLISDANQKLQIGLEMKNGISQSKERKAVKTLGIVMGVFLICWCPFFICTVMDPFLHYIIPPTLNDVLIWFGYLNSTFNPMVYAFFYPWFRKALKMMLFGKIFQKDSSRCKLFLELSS
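Test system: RD-HGA16 (CHO) cells co-expressing Gα16 and hTAAR1 | Doses: Single dose, 3 µM | Schedule: 17-24 h seeding, 75 min 37 °C dye, 30 min RT | Evaluation: % activation from peak over basal fluorescence ratio, DMSO-to-PEA scaled | Technique: Kinetic Fluo-8 calcium fluorescence | Benchmarks: Low control DMSO, high control PEA (EC100)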
CHO-K1 Ca antag = nonselective inhibitor or artifact in parental CHO-K1 cells; ATP-induced calcium, Fluo-8 fluorescence; inhibition, % at 3 µM; actives 0.6% (n = 360,000); AID 602250;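 active = inhibition above a per-plate cutoff, the plate's mean sample inhibition plus 3 SD, cut at about 24% in these data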;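 note: 0% = DMSO plus EC80 ATP and 100% = DMSO alone without ATP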
CHRM1 agonist = human M1 muscarinic receptor agonists, primary screen, Fluo-8 calcium fluorescence, CHO-K1 cells, HTS; Muscarinic acetylcholine receptor M1 (Homo sapiens), P11229; CHO-K1 hM1, agonist mode; 0% DMSO, 100% acetylcholine EC100; activation, % at 3 µM; actives 0.33% (n = 360,000);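 active = activation above the run's mean compound activation plus 3 SD, cut at about 16% in these data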;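 note: peak over basal fluorescence ratio within a 140 s kinetic read after compound addition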
TAAR1 antag = human TAAR1 antagonists, primary screen, Fluo-8 calcium fluorescence, CHO RD-HGA16 cells; AID 624466, 2012; Trace amine-associated receptor 1 (Homo sapiens), Q96RJ0; antagonist; actives 1.5% (n = 360,000); inhibition, % at 3 µM;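 active = inhibition above a per-plate cutoff, the mean inhibition of test compounds on that plate plus 3 SD, cut at about 49% in these data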;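 note: 0% = DMSO plus EC80 beta-PEA response and 100% = DMSO alone without agonist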
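Assay system: CHO-derived RD-HGA16 cells stably expressing human TAAR1 plus Gα16. Timing: 140 s kinetic read after compound, 140 s after agonist. Technique: kinetic Fluo-8 calcium fluorescence measurement. Measure: % inhibition of agonist calcium response.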
* marks the source's active call; other numbers are inactive results; . = not tested or not shown.

no.	SMILES	M1 ag parental	M1 PAM parental	CHO parental Ca	CHRM1 antagonist	OXTR potentiator	TAAR1 ag	CHO-K1 Ca antag	CHRM1 agonist	TAAR1 antag
1	COc1ccc(-c2nc(CS(=O)(=O)CC(=O)NCc3ccc(F)cc3)c(C)o2)cc1	0.3	25	-39	-11	-2	0	-20	-2	-26
2	Cc1nnc(SCc2ccc(C(=O)c3ccc(Cl)cc3)o2)n1-c1ccccc1	2.0	18	-21	21	-5	4	-17	-11	10
3	COC(=O)c1c(C)[nH]c(C(=O)OCC(=O)c2c(N)n(CC(C)C)c(=O)n(C)c2=O)c1C	1.2	-24	-5	25	-9	7	10	-5	-1
4	COc1ccc(C(=O)COc2ccc(NC(C)=O)cc2)cc1	0.2	19	-8	1	-2	7	-13	-3	4
5	CCS(=O)(=O)NCCc1csc(-c2cccnc2)n1	0.4	18	1	-1	-1	0	-10	-2	1
6	O=C(/C=C/c1ccccc1[N+](=O)[O-])NCc1ccc(Cl)cc1	1.7	19	-23	-9	-10	2	-8	-6	-4
7	O=c1oc2cc(OCc3ccc(C(F)(F)F)cc3)ccc2cc1-c1ccccn1	0.6	22	-1	-18	-12	-2	-10	-2	1
8	CC(CCc1ccco1)NC(=O)Cn1ncc2c(=O)oc3ccccc3c21 (stereo not drawn)	-0.4	-7	-1	-4	-3	1	2	6	-15
9	Cc1ccccc1NC(=S)N/N=C1\CC(C)(C)Oc2ccc(O)cc21	0.2	2	-19	-1	-7	22	-4	-1	13
10	COc1ccc(CNC(=O)C2=C(C)C(=O)OC23CCC(C)CC3)cc1 (stereo not drawn)	2.5	12	-4	-21	-2	0	0	-1	-18
11	CC(C)n1c(=O)[nH][nH]c1=S	0.8	-4	11	-1	-6	2	-7	-4	-13
12	COc1cc(-c2cc(=O)c3ccccc3o2)ccc1O	1.1	2	-5	-10	-7	1	0	0	7
13	O=C(COc1nc2ccccc2nc1N1CCOCC1)NCC(F)(F)F	-0.4	-6	-5	9	1	5	14	-3	-11
14	COc1cccc(NC(=O)CN(C)CC(=O)NC(C)c2ccccc2)c1 (stereo not drawn)	1.6	17	-5	-9	-2	-1	-8	-2	-8
15	COc1ccc2c(=O)c3c(=O)n(Cc4ccco4)c(-c4cc(OC)c(OC)c(OC)c4)nc3oc2c1	-0.3	-3	-11	2	0	11	11	-3	-5
16	CCOC(=O)c1ccc(NC2=CC(=O)CC(c3ccco3)C2)cc1 (stereo not drawn)	0.9	-4	-7	8	-16	-1	-7	-8	4
17	Cc1ccc(NC(=O)C(C)SCc2nc3sc4c(c3c(=O)[nH]2)CCCC4)nc1 (stereo not drawn)	0.8	4	-20	-3	0	-1	-20	-6	-41
18	CCc1c(C)sc(NC(=O)c2cc(C)no2)c1C#N	0.7	-15	2	-2	-1	2	5	3	-2
19	CCCCCc1nnc(NS(C)(=O)=O)s1	0.4	17	-1	-9	-5	0	-7	-3	-1
20	Clc1ccc(-n2cccc2)cn1	0.5	17	-3	-1	-7	1	-7	-7	-4
21	C#CCOCCOCCOCCNc1nc(N2CCN(C(=O)CCCCCCCCCCNC(=O)[C@H](CCC(=O)O)n3cc(CCCCCN)nn3)CC2)nc(N2CCN(C(=O)CCCCCCCCCCNC(=O)[C@@H]([C@H](C)O)n3cc(C)nn3)CC2)n1	5.2	9	-15	8	-7	.	-12	8	.
22	CCCCCCCCN1C(=O)[C@H](CC(=O)N2CCN(C(=O)c3ccco3)CC2)C[C@@]2(C(=O)OCC)CCCC=C12	0.3	17	.	.	.	-1	-22	.	-22
23	Cc1ccc(NC(=O)Cn2nnc(C(=O)NCc3ccccc3)c2N)cc1C	0.8	14	-8	-1	-1	0	1	-1	3
24	COc1ccccc1NC(=O)Nc1nc(CC(=O)N2CCN(c3ccccc3OC)CC2)cs1	11	-25	-8	20	-16	21	9	0	69*
25	O=C(CN1C(=O)C2CC=CCC2C1=O)Nc1nnc(SCc2ccc(Cl)cc2)s1 (stereo not drawn)	1.4	19	-10	-21	-7	2	-8	-3	-19
26	CC(=O)Oc1ccc(Nc2ccccc2)cc1	-0.2	4	-1	-9	-6	10	3	-5	-17
27	COCCn1c(=O)[nH]c2cc(C(=O)NCCCN3CCN(c4ccc(F)cc4)CC3)ccc2c1=O	0.2	20	-11	-10	-18	0	-9	-4	-1
28	COc1ccc(OC)c(NS(=O)(=O)c2ccc(NC(=O)C3COc4ccccc4O3)cc2)c1 (stereo not drawn)	9.8	10	16	7	-11	7	-10	5	19
29	O=C(Nc1ccc(Cl)c(S(=O)(=O)Nc2ccccc2Cl)c1)c1cccs1	2.9	5	-15	-8	-8	1	-5	-5	8
30	C=C1C(=O)OC2C1CCC(C)C1C=CC(=O)C12C (stereo not drawn)	0.0	-4	.	1	.	1	-1	-1	-3

Compound profiles, as listed above. Order of values: M1 ag parental	M1 PAM parental	CHO parental Ca	CHRM1 antagonist	OXTR potentiator	TAAR1 ag	CHO-K1 Ca antag	CHRM1 agonist	TAAR1 antag
`COc1ccc(OC)c(NS(=O)(=O)c2ccc(NC(=O)C3COc4ccccc4O3)cc2)c1` (stereo not drawn) is listed as 9.8	10	16	7	-11	7	-10	5	19
`CCOC(=O)c1ccc(NC2=CC(=O)CC(c3ccco3)C2)cc1` (stereo not drawn) is listed as 0.9	-4	-7	8	-16	-1	-7	-8	4
`CCCCCc1nnc(NS(C)(=O)=O)s1` is listed as 0.4	17	-1	-9	-5	0	-7	-3	-1
`Cc1ccc(NC(=O)Cn2nnc(C(=O)NCc3ccccc3)c2N)cc1C` is listed as 0.8	14	-8	-1	-1	0	1	-1	3
`O=C(COc1nc2ccccc2nc1N1CCOCC1)NCC(F)(F)F` is listed as -0.4	-6	-5	9	1	5	14	-3	-11

The listing continues.
no.	SMILES	M1 ag parental	M1 PAM parental	CHO parental Ca	CHRM1 antagonist	OXTR potentiator	TAAR1 ag	CHO-K1 Ca antag	CHRM1 agonist	TAAR1 antag
31	CC(C)(C)c1cc(C(=O)O)n(Cc2ccc(Cl)cc2Cl)n1	4.7	18	-10	2	-9	4	-7	-3	-48
32	CCNC(=O)COC(=O)c1ccc(NS(=O)(=O)c2ccc3c(c2)OCCO3)cc1	0.2	21	-9	-1	-2	2	-7	-5	-2
33	Cc1cc(C)c2nc(N3CCC(C(=O)NCc4ccccn4)CC3)sc2c1	0.5	-13	-2	7	-8	2	21	-9	-21
34	Cc1ccc(S(=O)(=O)NCCNC(=O)CN2CCCC2)cc1	0.1	-9	-3	6	0	1	-11	-1	9
35	CN(C)S(=O)(=O)c1ccc(N2CCCC2)c(C(=O)Nc2nc3c(ccc4ccccc43)s2)c1	-0.2	29	-8	4	-9	0	-15	-2	-19
36	CC(C)=CCN1CCN(CCCc2ccccc2)CC1CCO (stereo not drawn)	0.8	23	-9	1	-3	0	-12	-8	14
37	CC1CCCN(S(=O)(=O)c2cc(C(=O)NCCc3ccc(S(N)(=O)=O)cc3)ccc2Cl)C1 (stereo not drawn)	6.2	16	.	4	.	16	-11	-1	50*
38	CN1CCN(S(=O)(=O)c2ccc(Cl)s2)CC1	0.7	25	-3	-12	-10	1	-11	-7	0
39	Cc1[nH]n(-c2ccccc2)c(=O)c1S(=O)(=O)c1ccccc1	0.6	2	-11	-17	-2	5	-6	-1	5
40	CC(C)=C1C2CCC1C1C(=O)N(NC(=O)COc3ccc(Cl)c(C)c3)C(=O)C21 (stereo not drawn)	0.9	9	-20	8	-19	4	5	-4	-5
41	O=C(c1nc2ccc(Cl)cn2c1CN1CCC(CO)CC1)N1CCc2ccccc2C1	0.5	14	-7	20	-4	1	0	-5	-14
42	CCCCNc1c(-c2ccc(OC)c(SC3CCCCC3)c2)nc2cc(C)ccn12	-0.4	-6	10	25	-10	9	-4	-8	84*
43	CC1C(=O)N(Cc2cn(Cc3ccco3)nn2)CCS(=O)(=O)N1Cc1ccc(-c2ccc(Cl)c(Cl)c2)cc1 (stereo not drawn)	-0.3	4	.	-13	.	1	-1	-1	3

Exported with each value named: part of the list above
[39] Cc1[nH]n(-c2ccccc2)c(=O)c1S(=O)(=O)c1ccccc1
  M1 ag parental: 0.6	M1 PAM parental: 2	CHO parental Ca: -11	CHRM1 antagonist: -17	OXTR potentiator: -2	TAAR1 ag: 5	CHO-K1 Ca antag: -6	CHRM1 agonist: -1	TAAR1 antag: 5
[40] CC(C)=C1C2CCC1C1C(=O)N(NC(=O)COc3ccc(Cl)c(C)c3)C(=O)C21 (stereo not drawn)
  M1 ag parental: 0.9	M1 PAM parental: 9	CHO parental Ca: -20	CHRM1 antagonist: 8	OXTR potentiator: -19	TAAR1 ag: 4	CHO-K1 Ca antag: 5	CHRM1 agonist: -4	TAAR1 antag: -5

Rows were taken by chance; any-hit rate near 4.2%.
